# TRb-SRC2 inh = disrupts binding of human TR beta to SRC2. TRbeta-SRC2 peptide binding, fluorescence polarization; receptor liganded with 1 µM T3. Potency, µM (series often up to 106 µM), inactives show top-dose activity change, negative = inhibition, hits mostly inhibitors. 280,000 tested, 0.065% active. AID 1469;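 also: plate controls were bound peptide for no effect and peptide without receptor for full effect; nearly all actives have a fitted effect of over 50% in size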
#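 Fluorescence polarization of 20 nM Texas Red SRC2 peptide with 0.6 uM human TRb ligand-binding domain, in Tris buffer with 1uM T3 and 5% DMSO. Incubated 5 hr ambient; normalized to unbound and bound controls.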
# RECQ1 helicase = blocks DNA unwinding by human RECQ1. AID 2549. 240,000 tested, 0.54% active. Potency, µM (doses to about 57.3 µM), without a hit: top-dose activity, negative = inhibition, most hits filed as inhibitors. RECQ1 DNA unwinding, red fluorescence kinetic read. P46063;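 also: plate controls were vehicle for no effect and no enzyme for full effect; nearly all actives have a fitted effect of over 30% in size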
# Target sequence (P46063 whole entry, looked up): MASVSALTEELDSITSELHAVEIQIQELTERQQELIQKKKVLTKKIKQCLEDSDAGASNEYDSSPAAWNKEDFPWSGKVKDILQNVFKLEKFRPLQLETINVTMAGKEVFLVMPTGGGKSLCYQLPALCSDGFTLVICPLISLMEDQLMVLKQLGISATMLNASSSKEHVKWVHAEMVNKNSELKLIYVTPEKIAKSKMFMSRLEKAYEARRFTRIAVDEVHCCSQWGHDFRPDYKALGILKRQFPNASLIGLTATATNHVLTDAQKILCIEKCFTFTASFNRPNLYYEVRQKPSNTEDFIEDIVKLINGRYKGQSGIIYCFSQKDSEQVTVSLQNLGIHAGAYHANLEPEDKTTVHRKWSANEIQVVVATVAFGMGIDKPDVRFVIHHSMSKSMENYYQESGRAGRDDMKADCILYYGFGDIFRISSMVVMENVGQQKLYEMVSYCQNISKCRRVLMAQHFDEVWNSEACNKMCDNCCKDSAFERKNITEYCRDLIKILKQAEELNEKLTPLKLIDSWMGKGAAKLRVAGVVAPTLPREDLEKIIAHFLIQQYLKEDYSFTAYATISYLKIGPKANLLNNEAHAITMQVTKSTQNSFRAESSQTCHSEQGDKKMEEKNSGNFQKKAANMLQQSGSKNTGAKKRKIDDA
#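 RECQ1T1 50 nM; forked duplex (20 bp + 30-nt ss tails) 200 nM, ATP 2 mM final; pH 8.0, 2 mM MgCl2, 2.5 ug/ml poly(dI-dC); 15 min compound preincubation; discontinuous kinetic read over 2 h at RT.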
# HTT ATP protect = protects HTT-Q103 PC12 cells, measured by ATP. Potency, µM (top dose mostly 56.4 µM), without a hit: cytoprotection (ATP increase), hits mostly activators. PC12 HTT-Q103 induced, cytoprotection, ATP luminescence, 40 h. AID 1471. 230,000 tested, 0.14% active;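 also: % of control where 0% means no effect; nearly all actives have a fitted effect of over 45% in size; toxic huntingtin expression switched on by the ecdysone agonist tebufenozide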
#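 PC12 cells with ecdysone-inducible HTT exon 1 Q103-GFP, induced with 100 nM tebufenozide and co-treated with library compounds in a dose series (1536-well, 1500 cells/well). Cytoprotection read as ATP content by ATPlite luminescence.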
# TexasRed fluor = counter-screen for TRb-SRC2 inhibitors: fluorescence interference. TRb/SRC2 Texas Red total fluorescence interference. Potency, µM (doses to about 106 µM), inactives show top-dose fluorescence change, negative = quenching. 280,000 tested, 0.29% active. AID 1479; active = well fitted curve in either direction with a large enough effect; inconclusive = small, poorly fitted or top-dose-only effect; also: % is scaled to controls: 0 for no effect and ±100 for the full control effect
#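 Flags fluorescent or light-absorbing compounds by total fluorescence, S + 2P, at 555 nm excitation and 632 nm emission. Mixture: 20 nM Texas Red SRC2 peptide, 0.6 uM human TRb LBD, 1 uM T3, 5% DMSO; compound exposure 5 h at ambient temperature.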
# Tau fibril FP = blocks human tau fibril formation measured by polarization; P10636; K18 P301L tau heparin fibrillization, Alexa594 FP, 6 h; Potency, µM (doses to about 57.7 µM), without a hit: top-dose activity, negative = inhibition, usual class: inhibitors; 280,000 tested, 0.39% active; also: % is scaled to controls: 0 for no effect and ±100 for the full control effect; nearly all actives have a fitted effect of over 55% in size
# Target sequence (P10636 561-689 P618L limits assumed): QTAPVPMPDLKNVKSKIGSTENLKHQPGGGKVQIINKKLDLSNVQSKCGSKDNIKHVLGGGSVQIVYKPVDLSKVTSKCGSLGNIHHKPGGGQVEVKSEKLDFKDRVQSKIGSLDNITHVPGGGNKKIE
#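 Read-out: fluorescence polarization of Alexa 594-labeled tau (0.24 uM), 555 nm excitation, 632 nm emission. Mixtures held 15 uM unlabeled K18 P301L, compound and 20 uM heparin, pH 7 acetate buffer, incubated 6 hr at 37 C.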
# L3MBTL1 inh = inhibitors of human L3MBTL1 | AlphaScreen L3MBTL1–H3K9me1 peptide binding | Potency, µM (series often up to 57.1 µM), inactives show top-dose activity, negative = inhibition, actives largely listed as inhibitors | 230,000 tested, 0.66% active; also: % is scaled to controls: 0 for no effect and ±100 for the full control effect; nearly all actives have a fitted effect of over 60% in size
#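 Displacement of a biotinylated histone H3(1-15) peptide monomethylated at Lys9 (75 nM) from L3MBTL1 (50 nM) was measured by AlphaScreen after a 30 min room-temperature compound incubation; cefsulodin titration served as intraplate control.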
# Tau fluor cs = counter-screen for tau fibril formation inhibitors. tau K18 P301L Alexa594 fluorescence, heparin fibrillization. Potency, µM (top dose mostly 57.7 µM), for the others: at the top dose activity change, negative = decrease. 280,000 tested, 0.93% active; also: % is scaled to controls: 0 for no effect and ±100 for the full control effect; nearly all actives have a fitted effect of over 55% in size
#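 Human K18 P301L tau (15 uM unlabeled plus 0.24 uM Alexa 594-labeled, final) in 100 mM sodium acetate pH 7 was mixed with compound and 20 uM heparin and incubated 6 hr at 37 C.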
# Tau ThT inhib = inhibitors of human tau fibril formation, thioflavin T binding; AID 1460; recombinant tau K18 P301L, heparin-induced fibrillization, ThT fluorescence; P10636; Potency, µM (doses to about 57.4 µM), inactives show at the highest dose activity, negative = inhibition, usual class: inhibitors; 270,000 tested, 2.1% active; also: % is scaled to controls: 0 for no effect and ±100 for the full control effect; nearly all actives have a fitted effect of over 55% in size
#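 Fibril formation assay: tau K18 P301L at 15 uM with trace Alexa 594 label, heparin inducer 20 uM, pH 7 sodium acetate buffer, 37 C for 6 hr; endpoint ThT signal.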
# * hit, by the source's call; i = inactive; u = inconclusive; x = not tested or not shown; [ ] = dose if it differs, or a comment. Unless noted, calls follow the shape of the dose curve; as a rule, active = well fitted curve in the direction sought with a large enough effect; inconclusive = small, poorly fitted or top-dose-only effect, or another doubt; inactive = no such curve, though single readings can be large; an effect the other way counts as inactive or inconclusive. Potency is read from the fitted curve at half-maximal effect.
Structure	TRb-SRC2 inh	RECQ1 helicase	HTT ATP protect	TexasRed fluor	Tau fibril FP	L3MBTL1 inh	Tau fluor cs	Tau ThT inhib
Cc1ccc(CC2C(=O)N(c3nc(C)cc(C)n3)C(=O)C2C)cc1 (stereo unspecified)	-7%	i	-8%	-3%	1%	4%	8%	10%
O=C(/C=N/O)Nc1ccc2sc3ccccc3c2c1	23%	-6%	21%[10 µM]	-24%	-20%	x	u	x
COc1ccc(NC(=O)C2CCN(S(=O)(=O)c3ccc(C)cc3)CC2)cc1OC	-7%	0%	-26%	-2%	-3%	-3%	-7%	-4%
O=C(O)c1cc(-c2ccc(N3CCOCC3)cc2)nn1-c1ccc(F)cc1F	-5%	-8%	21%[10 µM]	-1%	-9%	5%	-3%	-6%
NC(=O)c1c(NC(=O)CS(=O)(=O)c2ccc(Cl)cc2)sc2c1CCCCC2	-7%	x	x	0%	-3%	x	-17%	u
CSc1nc2ccc(Nc3nc(N4CCOCC4)nc(N4CCOCC4)n3)cc2s1	-7%	-10%	9%[1.9 µM]	-2%	2%	7%	-23%	-17%
COc1ccc(C(=O)N(C(C)C)C(C)C)c(OC)c1	-7%	-3%	-9%	-2%	-1%	x	1%	-8%
O=C1O[C@H](CN2CCOCC2)CN1/N=C\c1ccc([N+](=O)[O-])o1	-1%[53 µM]	i	0%[40.3 µM]	-2%[53 µM]	x	x	x	x
CC1CCc2c(sc3nn[nH]c(=O)c23)C1 (stereo unspecified)	-7%	-7%	5%	-1%	-6%	-1%	-12%	-12%
CCOc1cc(C(=O)Nc2ccc([N+](=O)[O-])cn2)cc(OCC)c1OCC	1%	-9%	6%[0.074 µM]	-1%	9%	4%	-6%	-3%
CCOc1ccc(S(=O)(=O)N2CCN(c3ccc(C)cc3C)CC2)c2ccccc12	5%	x	x	5%	-11%	x	-23%	-12%
Cc1c(Oc2ccc(C(F)(F)F)cc2[N+](=O)[O-])ccc2c3c(c(=O)oc12)CCC3	4%	-2%	-28%[10 µM]	-1%	-5%	-4%	-10%	-8%
Cc1nc(COC(=O)c2ccc(S(=O)(=O)N3CCCC3)cc2)cs1	-1%	i	15%	-4%	-2%	14%	-3%	1%
COc1ccc(CNC(=O)c2cnc(N3CCCC3)nc2C)c(OC)c1	-2%	x	x	0%	-2%	x	1%	4%
Cc1cccc(NC(=O)c2ccc(-c3nc(CSc4ccccc4)c(C)o3)cc2)c1C	1%	x	x	0%	-7%	x	-22%	u
O=C(NC(=S)Nc1c(F)cc(F)cc1Br)c1ccc2c(c1)OCCO2	-1%	-19%	-21%	-4%	u	-3%[11.4 µM]	-19%	-4%
Cn1cccc1Cc1nnc(SCC(=O)Nc2ccc3c(c2)OCO3)n1CCc1ccccc1	-4%	-1%	-7%	0%	6%	-5%	-29%	-17%
COc1cc(-c2nc(Cn3nnc(C(=O)Nc4ccc(C)cc4C)c3C)c(C)o2)cc(OC)c1OC	-5%	x	x	2%	u	x	8%	16%
COc1ccc(-n2ncc3c(NCc4ccccn4)ncnc32)cc1	5%	8%	19%[1.9 µM]	-5%	0%	-10%	-5%	u
O=C(NCCc1ccccc1)c1cc(-c2ccc(Cl)cc2)on1	0%	x	x	9%	-4%	x	-1%	-6%
CCc1ccc(NC(=O)Cn2c(=O)n(CCCC(=O)NCc3ccc4c(c3)OCO4)c(=O)c3ccccc32)cc1	1%	x	x	1%	-13%	x	-14%	11%
Cc1ccc(O)c(C=Nc2cc(C)ccc2O)c1	2%	i	x	-1%	-3%	-8%	-10%	u
CC(C)c1ccc(N2C(=O)CS(=O)(=O)C23C(=O)N(Cc2cccc(F)c2)c2ccccc23)cc1 (stereo unspecified)	4%	x	x	-4%	-4%	x	-10%	-3%
O=C1CCc2ccc(NS(=O)(=O)c3ccc(F)cc3)cc2N1	-12%	-4%	-101%[inhibitor]	2%	-9%	x	-8%	-6%
Cc1ccc2cccc(NC(=O)c3ccc(-c4cccc(Cl)c4)o3)c2n1	-3%	x	x	u	0%	x	-12%	-6%
Cc1ccc(SCC(=O)Nc2cccc(-c3nc4cc(Cl)ccc4o3)c2C)cc1	3%	x	x	-1%	-5%	x	-17%	-8%
CCOC(=O)C1C(c2cccc(Cl)c2Cl)NC(=O)NC1(O)C(F)(F)F (stereo unspecified)	13%	-7%	0%	1%	-3%	x	-10%	-6%
Cc1ccc(CNc2nc3ccccc3c3nc(-c4cccc(C)c4)nn23)cc1	-6%	x	x	7%	-9%	x	-14%	8%
C=CCN(CC=C)C(=O)c1ccccc1NC(=O)c1ccccc1C	1%	5%	-17%	1%	-6%	-1%	-11%	-10%
CN(CC(O)COc1ccc(OCC(O)CN(C)C2CCCCC2)cc1)C1CCCCC1 (stereo unspecified)	0%	i	-13%	3%	-4%	x	1%	1%
Cc1nnc(C)n1/N=C/c1ccc(C(C)C)cc1	-8%	-5%	14%	0%	-6%	0%	-6%	-8%
O=C(NNS(=O)(=O)c1ccccc1[N+](=O)[O-])c1cccnc1	5%	-11%	16%[10 µM]	-3%	9%	x	-10%	x
CC1Cn2c(nc3sc4c(c3c2=O)CCC4)N1CCO (stereo unspecified)	-3%	13%	1%	1%	-1%	-3%	0%	-8%
O=C(CC1c2ccccc2Oc2ccccc21)NCc1ccco1	-13%	0%	-27%	-1%	12%	0%	-10%	-11%
C1=C(CN2CCOCC2)COc2c1cccc2OC[C@@H]1CNCCO1	-3%	2%	-32%[inhibitor][1.9 µM]	-2%	-3%	x	-12%	-13%
COCCCNC(=O)c1ccc(Cn2c(=O)c3ccccc3n(CC(N)=O)c2=O)cc1	-11%	x	x	0%	-2%	x	-4%	-2%
COc1ccccc1N1CCN(C(=O)CCc2ccc(S(=O)(=O)NCC(C)C)cc2)CC1	-10%	-6%	4%	-1%	2%	x	-4%	-9%
CC(=O)Nc1ccc(S(=O)(=O)Nc2ccc(S(=O)(=O)N3CCCC3)cc2)cc1	8%	6%	8%[10 µM]	0%	-13%	27%[11.4 µM]	-4%	4%
Cc1noc(NC(=O)c2ccccc2)c1C#N	-15%	4%	3%[10 µM]	-1%	4%	-2%	4%	-1%
C/C(CC(=O)Nc1cc(C)ccn1)=N\NC(=O)COc1cccc(C)c1	-2%	-2%	1%	-1%	4%	-1%	-1%	-8%

# Two entries from above, with two lines to a compound:
# Every second line gives: TRb-SRC2 inh	RECQ1 helicase	HTT ATP protect	TexasRed fluor	Tau fibril FP	L3MBTL1 inh	Tau fluor cs	Tau ThT inhib
- CCOC(=O)C1C(c2cccc(Cl)c2Cl)NC(=O)NC1(O)C(F)(F)F (stereo unspecified)
→ 13%	-7%	0%	1%	-3%	x	-10%	-6%
- COc1ccc(C(=O)N(C(C)C)C(C)C)c(OC)c1
→ -7%	-3%	-9%	-2%	-1%	x	1%	-8%

# Further entries
Structure	TRb-SRC2 inh	RECQ1 helicase	HTT ATP protect	TexasRed fluor	Tau fibril FP	L3MBTL1 inh	Tau fluor cs	Tau ThT inhib
COc1ccc(NC(=O)c2cc(S(=O)(=O)NCCC3=CCCCC3)ccc2F)cc1	0%	x	x	-1%	-6%	x	-28%	6%
CC1(C(=O)NC2CCCCCC2)CCC(=O)N1Cc1ccc2c(c1)OCO2 (stereo unspecified)	-5%	-4%	-3%	3%	-1%	0%	-2%	-5%
Nc1nc(-c2ccccn2)nc(N)c1Cc1c(F)cccc1Cl	-8%	-10%	24%[10 µM]	2%	-2%	3.5µM*	-2%	-12%
CN1CCN(C(=O)Cn2ncc3c4ccccc4n(Cc4ccc(Cl)cc4)c3c2=O)CC1	5%	x	x	-2%	3%	x	-15%	-14%
Cc1ccccc1CNC(=O)CCS(=O)(=O)c1cc2c3c(c1)CCN3C(=O)CC2	3%	x	x	1%	-3%	x	0%	6%
Cc1c(CCC(=O)NCc2ccc(F)cc2)c(=O)oc2cc(O)ccc12	6%	x	x	7%	3%	x	-18%	-10%
CC(=O)O/N=C/c1c(N2CCOCC2)n(C)c2ccccc12	0%	-11%	-83%[inhibitor]	-5%	6%	2%	5%	8%
Cc1cc(N(C)C)c(C#N)c(N2CCCCC2)n1	-6%	-10%	1%[0.074 µM]	1%	7%	4%	6%	1%
Fc1ccc(Nc2nc(SCc3ccccc3F)nc3ccccc23)cc1	10%	x	x	-1%	7.9µM*	x	u	u
CCCn1c(=S)[nH]c2cc(C(=O)N3CCc4ccccc43)ccc2c1=O	2%	i	7%	1%	2%	3%	-14%	-8%
N#Cc1cccc(NC(=O)C2CCN(S(=O)(=O)c3ccc4c(c3)CCCN4C(=O)C3CCC3)CC2)c1	4%	x	x	2%	-5%	x	u	-3%

# Among those listed so far, these have a Cl atom:
Structure	TRb-SRC2 inh	RECQ1 helicase	HTT ATP protect	TexasRed fluor	Tau fibril FP	L3MBTL1 inh	Tau fluor cs	Tau ThT inhib
NC(=O)c1c(NC(=O)CS(=O)(=O)c2ccc(Cl)cc2)sc2c1CCCCC2	-7%	x	x	0%	-3%	x	-17%	u
O=C(NCCc1ccccc1)c1cc(-c2ccc(Cl)cc2)on1	0%	x	x	9%	-4%	x	-1%	-6%
Cc1ccc2cccc(NC(=O)c3ccc(-c4cccc(Cl)c4)o3)c2n1	-3%	x	x	u	0%	x	-12%	-6%
Cc1ccc(SCC(=O)Nc2cccc(-c3nc4cc(Cl)ccc4o3)c2C)cc1	3%	x	x	-1%	-5%	x	-17%	-8%
CCOC(=O)C1C(c2cccc(Cl)c2Cl)NC(=O)NC1(O)C(F)(F)F (stereo unspecified)	13%	-7%	0%	1%	-3%	x	-10%	-6%
Nc1nc(-c2ccccn2)nc(N)c1Cc1c(F)cccc1Cl	-8%	-10%	24%[10 µM]	2%	-2%	3.5µM*	-2%	-12%
CN1CCN(C(=O)Cn2ncc3c4ccccc4n(Cc4ccc(Cl)cc4)c3c2=O)CC1	5%	x	x	-2%	3%	x	-15%	-14%

# Not all compounds are listed. The share of hits here may be higher or lower than overall.
